# From PubChem BioAssay
# Insulin prom up – MIN6 insulin promoter up-regulation; AID 1625; MIN6 insulin promoter-GFP reporter, high-content imaging; active compounds read high; 0.3% of 190,000 active; z-score at 5 µM;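 active means z-score above 3 at 5 µM with at least 500 cells counted in the well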
# b-catenin transl – alters nuclear translocation of beta-catenin in HeLa cells | AID 1665 | immunofluorescence imaging | 0.3% of 190,000 active | nuclear translocation activity, % at 5 µM;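 active means nuclear translocation activity above 50% at 5 µM, with a well cell count of 50 or more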;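 further: per-cell ratio of nuclear to cytoplasmic median beta-catenin stain intensity; plate controls were DMSO negative control for no effect and GSK-3 inhibitor IX positive control for full effect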
#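 Test system: human HeLa cells, endogenous beta-catenin. Times: 24 h compound exposure, 37°C. Measured by: beta-catenin immunofluorescence imaging with DAPI.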
# M1AAP inhibition – P. falciparum M1AAP inhibitors, biochemical, fluorogenic H-Leu-NHMec substrate, 1536-well (AID 1445). recombinant M1AAP, H-Leu-NHMec fluorogenic kinetic assay; higher % means a stronger effect. 0.42% of 220,000 active. inhibition, % at 30 µM, or IC50 in µM where a hit was titrated;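 active means primary inhibition above the hit cutoff, then over 50% inhibition at one or more dose response concentrations, cut at about 23% in these data, passing the limit was not always enough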;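 further: plate controls were DMSO full reaction for no effect and no enzyme background for full effect; strong numbers were not always called active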
# Autophagy HCS – alters autophagy in cells | 0.98% of 190,000 active | calls only at 10 µM (by protocol) | MEF GFP-LC3 puncta imaging; test concentration mostly 10 µM;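 active means percentage of spot-positive cells more than 3 SD above its plate mean, without a fluorescence outlier flag or 80% toxicity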;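 further: spot-positive cell cutoff set from DMSO-treated cells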
# Dynein transport – blocks dynein driven cargo transport along microtubules; z-score, hits read low; 3617.4 mouse cells, GR-EGFP nuclear translocation imaging; test concentration mostly 20 µM; stimulated with dexamethasone, 1 µM; active compounds read low; 0.47% of 220,000 active;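 active means plate z-score of nuclear minus cytoplasmic receptor signal below a set negative limit, without overly bright fluorescence or cell loss, cut at about -3.5 in these data, passing the limit was not always enough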;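 further: z-score of nuclear minus cytoplasmic ring GR-EGFP intensity difference per well; some compounds called inactive have numbers as strong as hits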
#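 Buffer or medium: tetracycline-free induction medium containing charcoal-stripped FBS / Reagent: dexamethasone agonist, 1.0 µM final, for 30 min / Technique: automated 10x imaging of fixed Hoechst-stained cells / Times: induction 48 h, compound 1 h, agonist 30 min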
# P. falciparum M17LAP – P. falciparum M17LAP inhibitors, primary screen, biochemical, fluorogenic H-Leu-NHMec substrate, 1536-well (AID 1619); recombinant M17LAP, H-Leu-NHMec fluorogenic kinetic assay; higher % means a stronger effect; one-dose inhibition, % at 30 µM; IC50 in µM for titrated hits; 0.38% of 220,000 active;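 active means compound inhibiting the enzyme by more than half at any dose during confirmatory dose-response retesting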;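 further: plate controls were full reaction with DMSO carrier for no effect and no enzyme background for full effect; strong numbers were not always called active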
# CSM14.1 death rescue – protection against thapsigargin-triggered cell killing – 384-well, CSM14.1, ATP luminescence, primary screen (AID 1222). CSM14.1 thapsigargin-induced death rescue, ATP luminescence; higher % means a stronger effect. one-dose cellular ATP content (survival), % at 20 µM; EC50 in µM for titrated hits. 190,000 tested, under 10 active;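 active means EC50 below 50 µM in the dose-response confirmation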;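 further: death triggered by thapsigargin at about 15 µM added after 2 h compound pretreatment; cell ATP read after overnight thapsigargin exposure of roughly 18 to 22 hours; normalized against plate controls of thapsigargin alone and 5% DMSO vehicle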
# K1F lysis inhibition – protection from phage-mediated lysis, alamar blue read-out – E. coli UTI89, K1F phage, bacterial capsule biogenesis inhibitors (AID 488966). E. coli UTI89 K1F phage lysis, alamar blue, 2 h; higher % means a stronger effect. inhibition, % at 100 µM, or IC50 in µM where a hit was titrated. 0.02% of 340,000 active;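 active means phage lysis inhibition, versus mean bacterial control, above a set limit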;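 further: capsule biogenesis inhibitors block K1F phage lysis so surviving cells raise fluorescence; higher fluorescence means more inhibition of phage lysis; actives were called in the ten point dose series up to 300 µM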
# MT stabilize HCS – microtubule stabilization, imaging screen; % tubulin-high responders, % at 10 µM; HeLa tubulin immunostaining HCS, 24 h; share of cells brighter than vehicle mean+2SD; AID 2205; 0.83% of 200,000 active;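 active means plate Z-score above 3 for both tubulin-high and condensed-nucleus cell shares, with cell loss under 80%, at 10 µM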;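 further: anti alpha tubulin signal scored within the nucleus-defined area of each cell; some results filed as inactive read as strong as hits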
# Dynein transport cytoplasmic EGFP – also measured in Dynein transport; calls as there; z-score; measured here: cytoplasmic GR-EGFP intensity; active compounds read high
# Dynein transport nuclear GR-EGFP – further read-out of Dynein transport, marked with its call; z-score; measured here: nuclear GR-EGFP intensity;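 lower value marks the stronger effect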
# Dynein transport cell count – second read-out of Dynein transport, no call of its own (marks repeat the call); z-score; measured here: cell count per field
# Insulin prom up cell count – recorded beside Insulin prom up, whose call it bears; cell count; measured here: cytotoxicity, nuclei count;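 total cells summed across four imaged fields per well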
# b-catenin transl cell count 5 µM – recorded beside b-catenin transl, whose call it bears; cell count; measured here: cell count, cytotoxicity flag
# MT stabilize HCS Hoechst-high % – also measured in MT stabilize HCS; calls as there; % Hoechst-high responders; measured here: nuclear condensation Hoechst responders;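 share of cells brighter than vehicle mean plus two SD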
# MT stabilize HCS cytotoxicity % – second read-out of MT stabilize HCS, no call of its own (marks repeat the call); toxicity, %; measured here: cytotoxicity by cell density;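 0% = mean cell density of plate MIN control wells and 100% = no cells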
# Autophagy HCS cell loss 18 h – also measured in Autophagy HCS; calls as there; toxicity, %; measured here: cell loss, nuclei count;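 cell loss after 18 h compound exposure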
# Numbers without * were called inactive; i = inactive; nt = not tested or not shown; + = active, no number; [ ] = dose if it differs, or a comment. Outcome played no part in choosing rows; about 2.9% have a hit in one of these screens.
SMILES,Insulin prom up,Insulin prom up cell count,b-catenin transl,b-catenin transl cell count 5 µM,M1AAP inhibition,Autophagy HCS,Autophagy HCS cell loss 18 h,Dynein transport,Dynein transport cytoplasmic EGFP,Dynein transport nuclear GR-EGFP,Dynein transport cell count,P. falciparum M17LAP,CSM14.1 death rescue,K1F lysis inhibition,MT stabilize HCS,MT stabilize HCS Hoechst-high %,MT stabilize HCS cytotoxicity %
COc1ccc(S(=O)(=O)N(C(=O)c2ccncc2)c2ccc3oc4c(c3c2)CCCC4)cc1,0.47,1468,-0.7,1091,2%,i,-3,-0.47,-0.22,-0.0083,-0.19,0%,5.3%,0.2%,22*,19*,54*
O=C1OCCC1Sc1nnc(-c2ccc(O)cc2)o1 (stereo unspecified),0.06,1387,-0.8,1279,3%,i,5,-0.4,-0.26,-0.36,0.67,-4%,-2.6%,-0.3%,3.4,1.2,6.5
COc1ccc(C2C(C(=O)c3cccs3)=C(O)C(=O)N2c2cccc(C)n2)cc1OC (stereo unspecified),0.06,1067,0.2,1362,7%,nt,nt,-0.86,-0.26,-0.39,0.29,15%,nt,1.1%,nt,nt,nt
NNc1ccc2nnc(C(F)(F)C(F)(F)C(F)(F)F)n2n1,-0.13,1461,0.3,1453,-2%,i,3,1,-0.2,0.12,-1.1,25%,-0.2%,0.3%,4.4,1.1,0.3
c1ccc(-c2cc3n(c2)CCc2ccccc2-3)cc1,nt,nt,-1.3,1110,-4%,i,-2,-0.54,-0.14,-0.45,0.78,-6%,-2.3%,1.1%,2.9,1.7,3.3
Cc1c(O)ccc(/C=N/Nc2nc(-c3cccnc3)nc3ccccc23)c1O,-2.5,1087,-1.6,1149,15%,nt,nt,-0.49,0.12,-0.16,0.64,4%,nt,1.4%[50 µM],nt,nt,nt
COC(=O)CSc1nnc(-c2sc3cc(OC)ccc3c2Cl)n1C,0.23,1166,1.1,869,-7%,i,0,-0.27,-0.28,-0.33,-0.18,-11%,-2.7%,0.2%,3.0,2.2,5.8
COc1ccc(CCNC(=O)Cn2nc([N+](=O)[O-])c(Br)c2C)cc1OC,-0.24,1327,-0.6,950,0%,i,-4,-0.12,-0.22,0.077,1.2,12%,-0.1%,1.1%[50 µM],2.8,1.9,5.5
O=C(CN1CCc2ccccc2C1)NC1CCCC1,-0.34,1400,1.2,1467,4%,i,13,0.012,-0.31,0.15,0.29,2%,-1.1%,0.1%,1.4,1.1,8.2
O=C(O)/C=C/C(=O)Nc1ccc(Oc2ccc(NC(=O)/C=C/C(=O)O)cc2)cc1,0.19,1352,-6.0,549,2%,i,-1,0.76,-0.24,0.4,-0.32,15µM*,1.8%,nt,1.6,2.4,4.8
Cc1ccc2c(c1)C(CCN)C(=O)N2Cc1ccccc1 (stereo unspecified),-0.07,1142,-3.1,1099,-8%,i,-7,1.6,0.2,1,-0.81,6%,-3.5%,1.4%,3.6,1.6,5.0
CCOc1cccc(C(=O)NC(=S)Nc2cccc(NC(=O)c3ccccc3Cl)c2)c1,0.22,1148,-0.4,902,2%,i,-2,-0.42,-0.19,-0.074,1.4,0%,0.8%,i,2.7,2.8,2.0
O=C(COC(=O)[C@H](Cc1ccccc1)NC(=O)c1cccs1)NC1CCCCC1,0.34,1433,-0.1,1137,0%,i,7,0.073,-0.27,-0.077,-0.028,7%,0.8%,2.9%,2.5,3.3,12
CC(=O)/C(=N/Nc1ccc([N+](=O)[O-])cc1)N1CCCc2ccccc21,-0.84,942,0.3,1379,4%,nt,nt,-0.63,-0.096,0.12,0.35,-6%,nt,-2.8%,nt,nt,nt
CC(C)c1ccc(-c2nc(N3CCCC3)nc3n[nH]c(N)c23)cc1,-1.6,1284,-0.6,1074,-8%,i,-1,-0.35,-0.31,0.41,0.66,28%,nt,0.5%,11,5.4,6.7
Cc1ccc(SCc2cn3cc(Cl)ccc3n2)cc1,-0.28,1091,0.1,1338,4%,nt,nt,2.5,-0.12,1.2,-2.1,-3%,nt,-0.7%,nt,nt,nt
CC1=CC(=O)N(c2ccn(C)n2)C1=O,-0.02,1509,-0.4,1085,-7%,nt,nt,-2.5,0.053,-1.3,0.87,7%,nt,-0.7%,nt,nt,nt
O=C1C=C(NCCc2ccccc2)C2(CCCCC2)O1,-0.47,1307,-1.4,1018,0%,i,9,-0.58,-0.29,0.06,1.1,8%,0.0%,-2.0%,3.4,1.8,10
COc1ccc(C2c3c(oc4ccccc4c3=O)C(=O)N2CC2CCCO2)cc1 (stereo unspecified),2.2,1041,-2.0,1221,-4%,i,2,0.36,-0.46,0.0046,-0.0023,0%,-0.1%,3.6%,5.3,2.5,6.6
N#CC1=C(N)Oc2[nH]c(=S)[nH]c(=O)c2C12C(=O)Nc1ccccc12 (stereo unspecified),nt,nt,0.6,1474,13%,i,-4,-0.078,-0.3,-0.31,0.34,23%,1.5%,-3.5%,8.5,1.1,5.5
COc1cccc(-c2cnc(NCc3cc(Cl)ccc3O)n2C)c1,-1.7,898,-1.3,984,4%,i,11,-0.52,-0.14,0.025,-0.28,1%,-2.4%,-0.3%,5.2,2.4,0.9
O=C(Nc1cccc(S(=O)(=O)C(F)F)c1)c1ccc(Cl)c(S(=O)(=O)N2CCOCC2)c1,-0.37,1914,0.8,1047,-5%,i,0,0.69,-0.27,0.98,-0.29,-11%,-1.6%,-0.1%,2.2,1.2,2.9
CCOC(=O)c1cc(C)n(-n2cnnc2)c1C,0.1,1274,-2.3,1193,-6%,i,24,0.41,-0.24,0.21,0.76,-1%,-4.7%,0.2%,2.4,2.0,4.8
CC1CCN(c2c(NCC3CCC(C(=O)N4CCCCC4)CC3)c(=O)c2=O)CC1 (stereo unspecified),1,862,nt,nt,4%,i,-5,1.1,-0.097,0.89,-0.97,-4%,-1.3%,-3.0%,5.0,2.2,6.7
O=C(Nc1nnc(-c2cccs2)o1)c1cccc(C(F)(F)F)c1,-0.01,773,nt,nt,-12%,i,7,-0.23,-0.19,0.068,0.52,-2%,1.5%,0.2%,1.6,3.2,6.2
SMILES,Insulin prom up,Insulin prom up cell count,b-catenin transl,b-catenin transl cell count 5 µM,M1AAP inhibition,Autophagy HCS,Autophagy HCS cell loss 18 h,Dynein transport,Dynein transport cytoplasmic EGFP,Dynein transport nuclear GR-EGFP,Dynein transport cell count,P. falciparum M17LAP,CSM14.1 death rescue,K1F lysis inhibition,MT stabilize HCS,MT stabilize HCS Hoechst-high %,MT stabilize HCS cytotoxicity %
CC(=O)O/N=C/c1c(NCc2ccccc2)nc2c(C)cccn2c1=O,-0.21,1029,0.2,1248,7%,nt,nt,-0.36,-0.17,-0.16,0.59,0%,nt,nt,nt,nt,nt
CC(C)c1ccc2c(c1)[C@H]1OCC[C@H]1[C@@H](c1cccs1)N2,-0.37,850,36,121,7%,+,18*,-0.33,-0.3,-0.48,0.71,-23%,-1.9%,7.8%,20*,39*,34*
CCC(C(=O)Nc1ncc(C)s1)c1ccccc1 (stereo unspecified),1.3,1818,7.1,687,5%,i,19,-0.38,-0.22,-0.19,0.56,0%,-0.9%,0.2%,1.7,1.3,1.4
COCCCNC(=O)CC(NCCCOC)C(=O)O (stereo unspecified),1.1,1284,-4.7,617,-4%,i,-11,-0.36,-0.25,0.42,0.28,-3%,0.1%,1.7%[50 µM],2.7,1.7,3.2
Cn1c(Cc2cccs2)nnc1SCC(=O)N1CCc2ccccc21,0.48,1348,-1.1,980,5%,i,6,0.31,-0.27,0.062,-0.07,9%,-0.4%,5.3%,2.6,2.8,8.6
COc1ccc(C2CC(c3ccccc3Cl)Nc3ncnn32)cc1OC (stereo unspecified),-0.42,1092,-3.1,832,-1%,i,20,0.34,-0.23,0.26,0.4,-11%,-1.1%,0.9%,1.9,1.6,5.2
Cc1ccc(N2Cc3ccccc3C2=S)cc1,-0.85,1167,1.1,1014,11%,i,-8,-0.23,-0.3,-0.096,-0.13,9%,-2.7%,0.2%,3.7,3.1,4.8
COc1ccc(-c2nn(-c3ccccc3)cc2/C=C(/C#N)C(N)=O)cc1[N+](=O)[O-],-0.89,992,1.0,1121,2%,i,-12,-0.19,-0.25,-0.23,0.29,6%,-1.1%,9.5%,3.3,2.2,6.0
CCN(CC)CCCNC(=O)c1cc(-c2ccc(Cl)cc2)on1,-0.36,1283,-2.4,678,9%,i,8,0.17,-0.5,-0.27,0.43,15%,1.8%,3.8%,5.6,2.1,16
O=C(NCc1ccc2c(c1)OCO2)c1cc(=O)[nH]c2ccccc12,0.16,1097,1.6,1376,7%,nt,nt,0.69,-0.0049,1.1,-1.5,2%,nt,-0.1%[50 µM],nt,nt,nt
CC(C)(C)NC(=O)[C@H]1CC[C@H]2[C@@H]3CC[C@H]4NC(=O)C=C[C@]4(C)[C@H]3CC[C@]12C,-0.13,1399,-1.2,1163,5%,nt,nt,nt,nt,nt,nt,-3%,-0.2%,-0.8%,nt,nt,nt
CCCS(=O)(=O)N1CCCC(C(=O)NCCCOC(C)C)C1 (stereo unspecified),1,1643,0.6,1319,9%,i,31,2,0.21,0.71,-1.5,0%,-2.3%,-0.1%,4.2,0.6,3.2
